12-LOX inh: ALOX12 (human) lipoxygenase inhibition; purified 12hLO, xylenol orange hydroperoxide absorbance; P18054; 1.1% of 580,000 active; AID 1671190; Potency, µM (series often up to 108 µM), for inactives: top-dose activity change, negative = inhibition, most hits filed as inhibitors; active = well fitted inhibition curve with a large enough effect; inconclusive = small, poorly fitted or top-dose-only effect, or another doubt; inactive = no such curve, though single readings can be large or run the other way
Target sequence (P18054 whole entry, looked up): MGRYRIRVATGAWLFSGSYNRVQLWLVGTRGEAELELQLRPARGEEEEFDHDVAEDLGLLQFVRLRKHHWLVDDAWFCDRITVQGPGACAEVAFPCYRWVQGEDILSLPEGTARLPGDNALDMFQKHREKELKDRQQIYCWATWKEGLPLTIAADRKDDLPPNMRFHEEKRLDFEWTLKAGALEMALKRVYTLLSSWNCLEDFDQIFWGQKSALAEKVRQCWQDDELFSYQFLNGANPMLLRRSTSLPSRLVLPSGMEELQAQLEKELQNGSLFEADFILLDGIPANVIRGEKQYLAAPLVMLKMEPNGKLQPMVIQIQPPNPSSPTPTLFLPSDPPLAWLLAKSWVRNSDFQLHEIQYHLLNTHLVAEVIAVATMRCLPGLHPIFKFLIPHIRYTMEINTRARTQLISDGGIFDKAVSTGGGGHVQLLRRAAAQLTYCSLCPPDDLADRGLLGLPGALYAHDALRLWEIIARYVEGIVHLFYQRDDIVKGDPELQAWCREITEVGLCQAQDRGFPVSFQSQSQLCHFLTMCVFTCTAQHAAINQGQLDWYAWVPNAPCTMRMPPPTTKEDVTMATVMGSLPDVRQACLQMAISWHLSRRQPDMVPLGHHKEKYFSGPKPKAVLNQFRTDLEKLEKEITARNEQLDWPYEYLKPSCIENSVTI
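Purified human 12hLO at 150 nM in 25 mM Hepes, 0.01% Triton X-100, pH 7.0, preincubated 15 min at room temperature with compound. Reaction started with 40 uM arachidonic acid, 30 min at room temperature. Hydroperoxide measured by Fe-xylenol orange, 573/405 nm absorbance ratio.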
* marks the source's active call; other numbers are inactive results; ? = inconclusive; [ ] = remark or other dose. % is set by controls: 0 for no effect and ±100 for the full control effect; potency is the fitted concentration of half-maximal effect. An excerpt (hit frequency here may not be typical).

SMILES	12-LOX inh
CCN1C(=O)CCN(Cc2cnn(CC)c2C)CC12CCOCC2	25%
COC(=O)CCCC[C@H]1SC[C@@H](N)[C@H]1N	43%[activator]
Clc1cccc(CSc2nc(CN3CCOCC3)nc3ccccc23)c1	5%
Cc1[nH]c2ccc(Cl)cc2c1C	-21%
COc1cc(NC(=O)N2CCCC(Cn3cnc4cccnc43)C2)cc(OC)c1OC (configuration not stated)	48%[activator]
CN1CCC(N(C(=O)NCCc2ccccc2)C2CCOCC2)CC1	21%
Cc1cnc(-n2ncc(C(=O)NCc3ccccn3)c2C2CC2)nc1-c1cccs1	24%
C#CC(C)(C)NS(=O)(=O)c1cccc2nsnc12	7%
COC(=O)N1CCC2(CC1)C(=NC1CCCCC1)NC(=O)N2c1cccnc1	11%
CCc1ccc(C(=O)c2sc(Nc3cccc(Cl)c3)nc2N)cc1	?
Cc1cc(C)nc(N/N=C/c2ccc([N+](=O)[O-])cc2)n1	1%
O=C(NC1CCCc2c1[nH]c1ccc(F)cc21)c1n[nH]c2c1CCC2 (configuration not stated)	-10%
Cc1ccc(C)c(C(=O)Nc2ccc(-c3nc4ccccc4s3)cc2)c1	26%
C[C@H]1CCCN1C(=O)c1nnc(COc2ccc(F)c(F)c2)n1-c1cccnc1	64%[activator][176 µM]
C=CCNCc1ccc(-c2ccc(C(=O)OC)cc2)o1	1%
N#Cc1c2n(c(=O)n(CCOc3ccccc3)c1=O)CCC2	?
CC(=O)NC1(C)CCN(Cc2ccc(Nc3ccc(N4CCOCC4)c(F)c3)cc2)C1 (configuration not stated)	10%[176 µM]
COc1cc(NC(=O)Cn2c(-c3ccc(F)cc3)nc(C)c(CCO)c2=O)cc(OC)c1	?
O=C(CCc1nc(C2CCCN2C(=O)c2n[nH]c3ccccc23)no1)NCc1ccccc1 (configuration not stated)	29%
CCOC(=O)C1CCN(C(=O)C2CCCN(c3cnn(C)c(=O)c3)C2)CC1 (configuration not stated)	9%
COC(=O)c1ccc(NC(=O)c2nc3ccccc3nc2N2CCCCC2)cc1	10%
Cc1ccc(CNC(=O)N2CCCN(S(C)(=O)=O)C(c3ccccc3)CC(=O)NCC2)cc1 (configuration not stated)	24%
O=C1CCCCC(CNC(=O)c2ccccn2)N1 (configuration not stated)	58%[activator]
Cc1noc(C)c1CCC(=O)NC1CCCc2c1[nH]c1c(Cl)cccc21 (configuration not stated)	3%
O=C1/C(=C/c2ccsc2)Cc2ccccc21	-3%

Next records
SMILES	12-LOX inh
Cc1nc2ccc(C(=O)NCCCN3CCCCC3)cc2nc1C	-14%
COC[C@@H]1CN(C(=O)COc2ccc(Cl)cc2)C[C@H]1C(N)=O	34%[activator]
CC(=O)N1CCN(c2ccc(C=O)cc2)C(=O)C1	0%[12.5 µM]
CCN(CC)C(=O)c1cn2ccnc(-c3ccc(C)cc3)c2n1	33%[activator]
CCC(O)c1cc2n(n1)CCN(CC(=O)Nc1cnn(C)c1)C2 (configuration not stated)	-2%
CC(C)C(=O)N1CCCC(Cc2nc(C3CCOCC3)no2)C1 (configuration not stated)	7%
Cn1c(CC(=O)Nc2ccccc2)nnc1SCC(=O)c1ccc(C#N)cc1	-23%
O=C1NCc2ccccc2CC12CCCN2Cc1cccc(Cl)c1 (configuration not stated)	?
O=C(NC1CCCC1)C(c1ccccc1)n1c(-c2ccc3c(c2)CCO3)nc2ccccc21 (configuration not stated)	-22%
CCCNC(=O)N1CCCC1C(=O)Nc1ccccc1-c1ccc(OC)cc1 (configuration not stated)	13%
C[C@H](O)[C@@H]1C(=O)N2CCc3c([nH]c4c(-c5ccccc5)cccc34)[C@@H]2C[C@@H]1N(C)C(=O)c1cc(Cl)cc(Cl)c1	-14%
CCOc1ccc(CN(C)C(=O)C2CCN(c3nc4ccccc4o3)CC2)cc1OC	?
COCc1ccccc1CNC(=O)c1cccs1	-61%
CCN1CCN(C(=O)c2cc(-c3ccccc3)cn2C)CC1	-11%
COc1ccccc1-c1ncc(CNc2cc(C3CC(O)C3)ncn2)s1 (configuration not stated)	31%[activator]
O=C(O)C(c1c[nH]c2cc(F)ccc12)N1CCN(Cc2ccccc2)CC1 (configuration not stated)	-37%
CCN(CC)CCC12CC3CC(CC(C3)C1)C2	80%[activator]
COc1cccc(/C=C/C(=O)NC2CCCC2)c1OC	-11%
CN(C)c1ncc2nc(-c3ccc(F)cc3)c(=O)n(C)c2n1	0%
O=C(c1nccc2ccccc12)N1CCc2nc3cc[nH]n3c(=O)c2C1	45%[activator]
C=CCN(CC#Cc1ccccc1)CC1CC1	-49%
COc1cc(-c2nc3ccccc3s2)cc(OC)c1OC	?
CCc1nc(CC)n2ccn(Cc3ccc(C#N)cc3)c(=O)c12	10%
CCN(Cc1ccc(OC)c(OC)c1)C(=O)c1oc2ccc(Br)cc2c1C	-47%
CN1CCC(NC(=O)C2CCC(=O)N(Cc3cccc(C(F)(F)F)c3)C2)CC1 (configuration not stated)	0%

Sorted by molar mass (smallest number first): some entries from above
SMILES	12-LOX inh
CCc1nc(CC)n2ccn(Cc3ccc(C#N)cc3)c(=O)c12	10%
CCN(CC)C(=O)c1cn2ccnc(-c3ccc(C)cc3)c2n1	33%[activator]
CCC(O)c1cc2n(n1)CCN(CC(=O)Nc1cnn(C)c1)C2 (configuration not stated)	-2%
C[C@H]1CCCN1C(=O)c1nnc(COc2ccc(F)c(F)c2)n1-c1cccnc1	64%[activator][176 µM]

By substructure: the entries above with a furan ring, fused or not
SMILES	12-LOX inh
C=CCNCc1ccc(-c2ccc(C(=O)OC)cc2)o1	1%
CCN(Cc1ccc(OC)c(OC)c1)C(=O)c1oc2ccc(Br)cc2c1C	-47%

(cont.)
SMILES	12-LOX inh
Cn1nc(C2CCN(c3cncc(C(N)=O)n3)CC2)n(-c2ccccc2)c1=O	?
COc1ccc(C[C@H](NC(=O)C2=C[C@@H](NC(=O)c3cccnc3)[C@@H](O)[C@H](O)C2)C(N)=O)cc1	21%
O=C(NCc1ccccc1CN1CCCC1)c1ccccc1Cl	14%
Cc1ccc(C2CC(=O)Nc3c2c(C2CC2)nn3C)c(C)c1F (configuration not stated)	15%
O=C(COC(=O)C12CC3CC(CC(Cl)(C3)C1)C2)NC(=O)c1cccc([N+](=O)[O-])c1	?
Cc1ccc(-n2nc3n(c2=O)CCN(C(=O)c2ccc(Cl)cc2)C3)cc1	11%[6.33 µM]
O=C(N[C@H](C1CCNCC1)C1CC(O)C1)c1ccccc1C(F)(F)F (some centres not stated)	63%[activator]
O=C1NC2(CCCN(C(=O)c3ccc(C(F)(F)F)cc3)C2)Oc2ccccc21 (configuration not stated)	23%
O=C(COC(=O)C1(c2ccc(Cl)cc2)CCCC1)Nc1cc([N+](=O)[O-])ccc1Cl	-25%
O=C1NCc2ccccc2CC12CCCN2Cc1ccccc1Cl (configuration not stated)	-3%[6.33 µM]
O=C(Cn1nc2c(cc1=O)CCCCC2)Nc1ccc(Cl)cc1	0%
Cc1ccc(C(=O)NCCSC2CCCC2)s1	-27%
CCN(Cc1nc(COC)no1)Cc1cn[nH]c1-c1ccc(F)cc1	5%
Cn1c(=O)c2c(nc(NCc3ccco3)n2Cc2c(Cl)cccc2Cl)n(C)c1=O	?
On1nnc2c1ccc1nnn(O)c12	?
COc1cccc(-n2cnc3scc(-c4ccc(Cl)cc4)c3c2=O)c1	-3%
COc1ccc(-c2[nH]nc3ncc(C(=O)N4C[C@@H](C)O[C@@H](C)C4)nc23)c(C)c1	10%[176 µM]
O=S(=O)(Nc1cccc2c1CCCC2)c1ccc(F)c(F)c1	-17%
Cc1cccc(N/N=C/c2ccc(C#N)cc2)c1	18µM*
O=C(CSc1cnc2cc(S(=O)(=O)N3CCCCC3)ccc2n1)Nc1cccc(Cl)c1	-13%
CN1CCN(CCCNC(=O)C23CCCC=C2N(C2CCCC2)C(=O)CC3)CC1 (configuration not stated)	63%
CC12CCC(C/C1=N\O)C2(C)CBr (configuration not stated)	8%
O=C(COc1ccc2c(=O)c(-c3ccccc3)coc2c1)NCCC1=CCCCC1	11%
COc1ccc(-c2cc(C(=O)NCCO)c3ccccc3n2)cc1	?
O=C(O)/C=C/c1ccc(Br)o1	?

(cont.)
SMILES	12-LOX inh
O=C1CN(C(=O)Cn2cnc3c(Cl)cc(Cl)cc3c2=O)c2ccccc2N1	-3%
O=C(c1ccc(F)c(F)c1)N1CCC2(CC1)NC(=O)N(Cc1ccc(F)cc1)C2=O	?
COc1cccc(-c2noc(Nc3cc(OC)c(OC)c(OC)c3)n2)c1	20%
Cc1cc(Br)ccc1-n1cccc1C=O	7%
COc1cccc(C(=O)N2CCC[C@H]2c2nc(-c3ccc(OC)c(OC)c3)no2)c1	44%[activator]
Cc1ccc(OCc2nc(-c3cc(C)nc4ccccc34)no2)c(C)c1	-4%
O=C1NCc2ccccc2CC12CCCN2Cc1cccc(Br)c1 (configuration not stated)	?
Cc1noc(-c2cccs2)c1C(=O)N1CCC(Cc2ccccc2)CC1	-2%
CCCCn1c(=O)[nH]c(=O)c2c1nc(COC(=O)c1ccc(C)c(C)c1)n2CCC	-21%
CC(C)c1ccccc1NC(=S)NNC(N)=O	4%
Cc1ccc(CN2CCN(c3nc4c(c(=O)[nH]c(=O)n4C)n3Cc3ccc(C)cc3)CC2)cc1	16%
Cc1nn(CCC(=O)Nc2ccccc2Cl)c(=O)c(C#N)c1C	?
Clc1ccc(COc2ccc(CNC3CC3)cc2)cc1	?
Cc1ccc2c(C)nc(Nc3nc(C)cc(-c4ccccc4)n3)nc2c1	21%
O=c1[nH][nH]c2c1[C@H](CCc1cccc(Cl)c1)O[C@H](C1CC1)C2	18%
Cc1ccc(CNC(=S)NCCN(C)C)cc1	-10%
O=C1Nc2ccccc2C12CN(Cc1ccsc1)C2	6%[12.5 µM]
COc1ccc(C2SCc3cc(C)c(C)cc3CS2)cc1	0%
CCNC(=O)O[C@H]1COCCN(c2nc3ccccc3o2)C1	1%[176 µM]
Cc1ccc(S(=O)(=O)c2nnn3c2nc(NCc2ccc(F)cc2)c2ccccc23)cc1	-20%
CC(C)[C@@H]1CN(C(=O)c2cc(N3CCCCC3)ccc2Cl)C[C@H]1N(C)C	?
CCCn1nc(C(=O)NCc2nnc3n2CCCCC3)c2ccccc2c1=O	-8%
CCC1(N2CCN(S(=O)(=O)c3cccc4cccnc34)CC2)CCN(C(=O)NC)C1 (configuration not stated)	?
Cc1ccc(F)cc1S(=O)(=O)NC1CCN(c2ccc(=O)n(CC3CC3)n2)CC1	-17%
CC(=O)Nc1ccc(CN[C@@H]2CO[C@H](CNS(C)(=O)=O)[C@H]2O)cc1	0%[176 µM]

Brought forward from above: 6 entries, followed by the next part.
SMILES	12-LOX inh
Cc1ccc(S(=O)(=O)c2nnn3c2nc(NCc2ccc(F)cc2)c2ccccc23)cc1	-20%
CC(C)[C@@H]1CN(C(=O)c2cc(N3CCCCC3)ccc2Cl)C[C@H]1N(C)C	?
CCCn1nc(C(=O)NCc2nnc3n2CCCCC3)c2ccccc2c1=O	-8%
CCC1(N2CCN(S(=O)(=O)c3cccc4cccnc34)CC2)CCN(C(=O)NC)C1 (configuration not stated)	?
Cc1ccc(F)cc1S(=O)(=O)NC1CCN(c2ccc(=O)n(CC3CC3)n2)CC1	-17%
CC(=O)Nc1ccc(CN[C@@H]2CO[C@H](CNS(C)(=O)=O)[C@H]2O)cc1	0%[176 µM]
CC1CCC2(CC1)NC(=O)N(NC(=O)c1nn(C)c(=O)c3ccccc13)C2=O (configuration not stated)	-8%
NC(=S)N/N=C1\CCCCC1c1nccc2ccccc12 (configuration not stated)	-61%
COc1ccc(OC)c(NC(=O)Cn2c(N3CCC(C)CC3)nc(C)cc2=O)c1	32%[activator]
O=S(Cc1ccc(Cl)cc1)Cc1cccc2ccccc12 (configuration not stated)	?
CC(C)c1ccc(CN2C[C@@H]3C(=O)N(CCCN4CCCC4=O)C(=O)[C@@H]3C2)cc1	44%[activator]
Cc1ccc(NC(=O)C2CCCC2)cc1C	?
O=C(CN1CCOCC1)N[C@@H]1CN(Cc2ccccc2)C[C@H]1CO	59%[activator]
CC(C)CC(NC(N)=O)C(=O)NCc1ccc(C(F)(F)F)cc1 (configuration not stated)	-4%
Cc1ccc(-c2nc(-c3nnn4c3COC(c3ccccc3Cl)C4)no2)s1 (configuration not stated)	9%
Cc1ccc(-c2cc(-c3ccc(=O)[nH]c3)c3cncn3c2)cn1	40%[176 µM]
O=C(NCC1CCCCO1)c1coc(COc2cccc(C(F)(F)F)c2)n1 (configuration not stated)	-27%
CCC1(C(=O)NCCCN2CCCC2=O)CCCCC(=O)N1 (configuration not stated)	2%
Cc1cccc(C(=O)Nc2sc3c(c2C(N)=O)CCCCC3)c1	10µM*
C[C@H]1[C@@H]2[C@H]3OC(=O)[C@@H](C)[C@@H]3CC[C@@]2(C)CC[C@@H]1NC(=O)COc1ccccc1	9%[176 µM]
Cc1ccccc1-n1nnnc1C1(NC2CCCCC2)CCCC1	4%
COc1cccc(CN2CCC3(CC2)Cc2ccccc2CNC3=O)c1	1%[6.33 µM]
CCOc1ccc(N2CC(NC(=O)C(CC)CC)CC2=O)cc1 (configuration not stated)	-12%
COCC(=O)Nc1ccc([C@@H](O)[C@H]2COCC(=O)N2Cc2ccc(C(F)(F)F)cc2)cc1	74%[activator]
N#Cc1ccc(NC(=O)COC(=O)c2nc(-c3ccccc3)n(-c3ccccc3)n2)cc1	-52%
Cc1ccc([C@H]2CN(C(=O)CCc3c(C)nc4ncnn4c3C)C[C@@H]2N)o1	45%
O=S(=O)(N[C@H]1CO[C@H]2[C@@H]1OC[C@@H]2n1nnnc1Oc1ccc(-n2cncn2)cc1)c1cccs1	56%[activator]
CCC(Sc1nnc(C)n1-c1ccccc1)C(=O)Nc1cc(C)on1 (configuration not stated)	-13%
O=C1NCCCCCCN(C(=O)C2CCC2)[C@H]2CCCC[C@@H]12	31%[activator]
COc1ccc(CCC(=O)Nc2ccc3c(c2)NC(=O)C(C)O3)cc1OC (configuration not stated)	-29%
